High-throughput results (PubChem)
KCNQ2 inh = KCNQ2 channel blockers in CHO-K1 cells – cell-based, FluxOR thallium flux, B-score, primary screen (AID 2156); O88943; 20 min; stronger effect = lower value; B-score at 10 µM; 310,000 tested, 1.1% active;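 active means fluorescence ratio B-score at most minus 3 library SDs, with starting brightness B-score within 2 library SDs, cut at about -5.5 in these data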
OX1R antag = blocks the human orexin 1 receptor; OX1R-expressing cells, FRET antagonist read-out; inhibition, % at 6.6 µM; O43613; 330,000 tested, 1.8% active; in the data active means inhibition mostly above about 38%, no sharp cut-off; inactive means mostly below about 40%;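 further: 0% = agonist challenge alone and 100% = reference antagonist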
Target sequence (O43613 whole entry, looked up): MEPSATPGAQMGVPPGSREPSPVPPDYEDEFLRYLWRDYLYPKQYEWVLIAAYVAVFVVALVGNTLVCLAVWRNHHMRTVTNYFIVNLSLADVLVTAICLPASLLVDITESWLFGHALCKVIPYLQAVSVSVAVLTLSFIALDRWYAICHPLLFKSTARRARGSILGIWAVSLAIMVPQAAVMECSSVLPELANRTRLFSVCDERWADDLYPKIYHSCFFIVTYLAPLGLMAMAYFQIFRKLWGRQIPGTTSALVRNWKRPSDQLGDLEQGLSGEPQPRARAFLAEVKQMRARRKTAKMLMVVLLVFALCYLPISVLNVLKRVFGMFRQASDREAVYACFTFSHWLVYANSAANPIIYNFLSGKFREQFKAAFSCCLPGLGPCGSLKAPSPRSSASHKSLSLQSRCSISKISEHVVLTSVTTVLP
STK33 inh = blocks human STK33 kinase activity; purified STK33, MBP phosphorylation, ADP-Glo luminescence; inhibition, % at 10 µM; 320,000 tested, 0.073% active; Q9BYT3;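 active means inhibition at or above 25%, using the most active replicate where run in duplicate; inactive means inhibition below 25%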
Target sequence (Q9BYT3 whole entry, looked up): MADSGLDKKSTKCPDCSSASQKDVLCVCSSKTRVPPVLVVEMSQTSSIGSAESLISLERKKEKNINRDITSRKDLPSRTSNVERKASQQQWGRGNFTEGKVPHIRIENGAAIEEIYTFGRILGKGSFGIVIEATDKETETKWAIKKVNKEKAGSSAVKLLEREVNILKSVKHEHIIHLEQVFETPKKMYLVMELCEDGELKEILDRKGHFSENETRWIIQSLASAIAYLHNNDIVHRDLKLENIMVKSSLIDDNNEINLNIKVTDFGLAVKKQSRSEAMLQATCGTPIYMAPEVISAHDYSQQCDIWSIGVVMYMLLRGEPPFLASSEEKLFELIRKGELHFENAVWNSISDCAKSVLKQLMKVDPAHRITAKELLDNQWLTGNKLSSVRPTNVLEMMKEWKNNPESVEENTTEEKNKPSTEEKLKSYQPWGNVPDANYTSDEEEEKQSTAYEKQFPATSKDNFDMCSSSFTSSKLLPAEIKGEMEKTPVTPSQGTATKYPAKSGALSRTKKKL
An asterisk follows results filed as active; i = inactive; · = no result given.

#	mol	KCNQ2 inh	STK33 inh	OX1R antag
1	O=C1CCc2cc(S(=O)(=O)N3CCC(C(=O)NCc4ccccc4Cl)CC3)ccc2N1	i	-1.3	5
2	CC12CC3(C)CC(C)(C1)CC(C(=O)NCCc1ccc(S(N)(=O)=O)cc1)(C2)C3	i	-0.6	27
3	C#CCCCc1nc2ccccc2c(=O)n1N	i	-0.4	17
4	O=C(O)c1ccc(Oc2c(C(F)(F)F)oc3cc(O)ccc3c2=O)cc1	i	1.6	10
5	CCn1cc(C(=O)N2CCCC(N3CCN(c4cccc(C(F)(F)F)c4)CC3)C2)cn1 (stereo not given)	i	2.5	15
6	COC(=O)[C@]1(Cc2ccccc2)N[C@H](CN(C)S(=O)(=O)c2ccc(C(C)(C)C)cc2)[C@@H]2C(=O)N(Cc3ccccc3)C(=O)[C@@H]21	·	10.0	11
7	Cc1csc(SCC(=O)NC(=O)C2CCCCC2)n1	i	-2.0	5
8	COc1ccc(Cc2noc(-c3ccccc3)n2)cc1OC	i	-1.0	22
9	Cc1ccc(S(=O)(=O)N(CC(=O)N2CCC(C)CC2)c2cccc(C)c2)cc1	-6.2*	-0.2	14
10	Cc1ccc(C(=O)NNC(=O)c2ccncc2)cc1S(=O)(=O)N1CCCCC1	i	-0.8	15
11	O=C1[C@@H]2[C@@H]3C[C@@H]([C@H]4ON=C(c5ccc(Cl)cc5Cl)[C@@H]34)[C@@H]2C(=O)N1C1CCCCC1	i	-0.7	1
12	COc1ccc(CCNC(=O)CCCn2c(=O)[nH]c3cc(OC)c(OC)cc3c2=O)cc1OC	i	0.4	3
13	CC1(C)CC(Nc2ccc(C(F)(F)F)cc2[N+](=O)[O-])CC(C)(C)N1	i	0.4	24
14	CCc1ccc(C(=O)NNC(=O)c2ccc(OCC(=O)N3CCOCC3)c(OC)c2)cc1	·	1.3	6
15	O=C(Cc1ccc(-n2cccc2)cc1)NCc1cccs1	i	-0.1	10
16	NS(=O)(=O)c1cccc(NC(=O)COC(=O)CCC(=O)c2cccs2)c1	·	-0.8	-3
17	Cc1ccc(N2N=C(c3ccc(Br)cc3)CCC2=O)cc1	i	-0.6	12
18	Cc1ccc(CNC(=O)CS(=O)CC(=O)O)cc1 (stereo not given)	i	1.5	17
19	COCCN(CCOC)c1nc(-c2ccc([N+](=O)[O-])cc2)nc2ccccc12	i	-1.7	-5
20	Cn1c(CCN2CCCC2)nc2cc(NS(=O)(=O)c3ccc(Cl)cc3)ccc21	i	-0.2	-9
21	CC(OC(=O)c1ccc(Cl)nc1)C(=O)NC1(C#N)CCCCC1 (stereo not given)	i	-0.9	26
22	C#CCn1c(S(=O)(=O)Cc2ccc(C)cc2)nc(-c2ccccc2)c1-c1ccccc1	i	-0.5	28
23	O=C(CCNS(=O)(=O)c1ccccc1C(F)(F)F)NCCCN1CCOCC1	·	-1.1	12
24	CN(C)S(=O)(=O)N1CCC(Oc2ccc(C(=O)NCc3cnn(C)c3)cc2)CC1	i	-1.3	9
25	O=C(O)c1ccc(N/N=C/c2cccc(F)c2)cc1	i	·	14
26	Cc1cc(C)n(-c2nc(SCC(=O)N3CCCC3)c3c4c(sc3n2)CCCC4)n1	i	-0.7	15
27	COc1ccc(N2CC(C(=O)NCc3cccnc3)CC2=O)cc1 (stereo not given)	i	0.5	18
28	COc1ccc(-c2csc(C3=C(O)CN(CCCN4CCCC4=O)C3=N)n2)cc1OC	i	-0.4	6
29	Cc1ccc(-c2nc(C)sc2CC(=O)O)cc1	i	-1.4	36
30	O=C(Oc1cccc(C(=S)N2CCOCC2)c1)c1ccc([N+](=O)[O-])cc1[N+](=O)[O-]	i	-1.4	59
31	Clc1ccc(Cn2nc(-c3ccccc3)nc2-c2ccccc2)cc1	i	-0.2	13
32	COc1ccc(C(=O)COC(=O)c2nc3nccc(C)n3n2)cc1F	·	-1.0	12
33	CCOC(=O)c1c(S(=O)(=O)Nc2ccc(F)cc2C)c(C)n(C)c1C	i	-2.2	7
34	O=C(NC1=C(NC2CCS(=O)(=O)C2)C(=O)c2ccccc2C1=O)c1ccccc1 (stereo not given)	i	0.3	73*
35	Cn1c(SCC(=O)NCC2CCCO2)ncc(C(=O)Nc2ccccc2)c1=O (stereo not given)	i	1.5	9
36	CCOc1ccc(-c2csc3ncn(-c4ccc(OC)cc4)c(=O)c23)cc1	i	-1.2	31
37	O=C(Nc1cccc(-c2ccc(F)cc2)c1)C1CCCN(Cc2cccnc2)C1 (stereo not given)	i	2.3	10
38	O=C(Nc1ccc(N2CCCCCC2)cc1)c1ccccc1Cl	i	-0.1	49
39	Cc1ccc2cc(C#N)c(N3CCCC3)nc2c1C	i	2.0	21
40	COc1ccc(NC2CC(=O)N(c3ccc(C(=O)O)cc3)C2=O)cc1 (stereo not given)	i	-1.6	41
41	CC(C)[C@H](NC(=O)c1ccco1)C(=O)Nc1ccc(OC(F)F)cc1	i	0.3	13
42	CCOc1ccccc1C(=O)n1nc2nc(C)cc(C)c2c1N	i	0.5	10
43	CCOC(=O)N1CCN(S(=O)(=O)c2ccc(C(=O)Nc3nnc(CC)o3)cc2)CC1	i	-0.3	16
44	C=C1CCN([C@H](C(=O)NCc2ccco2)C(C)C)S(=O)(=O)c2ccccc21	i	-1.6	25
45	CCOC(=O)c1sc(NCCNc2nc(C)c(C(=O)OCC)s2)nc1C	i	0.3	24
46	S=C(NC1CC1)N1CCCc2ccccc21	i	0.0	2
47	CC(C)[C@H](N)c1nnc(SC/C=C/c2ccccc2)o1	i	-0.3	13
48	CCn1c(SCC(=O)NC2CCCCC2)nnc1C(C)NC(=O)c1ccccc1F (stereo not given)	i	3.7	32
49	CC(C)(C)N(Cc1ccccc1)C(=O)COC(=O)CNS(=O)(=O)c1ccc2ccccc2c1	·	-0.4	12
50	Cc1cccc(Oc2sc(C(=O)c3ccccc3)c(N)c2C#N)c1C	i	1.7	5

Sorted by the number under STK33 inh (smallest number first): 3 from the list above.
#	mol	KCNQ2 inh	STK33 inh	OX1R antag
29	Cc1ccc(-c2nc(C)sc2CC(=O)O)cc1	i	-1.4	36
36	CCOc1ccc(-c2csc3ncn(-c4ccc(OC)cc4)c(=O)c23)cc1	i	-1.2	31
39	Cc1ccc2cc(C#N)c(N3CCCC3)nc2c1C	i	2.0	21

Continued.
#	mol	KCNQ2 inh	STK33 inh	OX1R antag
51	Cc1ccc(C(=O)CNc2ccc(F)cc2)cc1	i	-1.6	-1
52	Cc1ccc(NC(=O)CSc2ncc3ccccn23)cc1	i	0.9	8
53	Cc1cccc(NC(=S)Nc2ccccn2)c1	i	0.8	4
54	Cc1cccc2cc(C3CC(c4ccco4)=NN3S(C)(=O)=O)c(Cl)nc12 (stereo not given)	i	0.6	10
55	Cc1ccc(OS(=O)(=O)c2ccc(N3C(=O)CCC3=O)cc2)cc1	i	-0.6	10
56	COc1ccc2nc(NC(=O)c3ccc4ncsc4c3)sc2c1	i	1.8	57*
57	COc1cccc(N2CCN(C(=O)Cn3c(=O)oc4ccccc43)CC2)c1	i	-0.6	7
58	COc1ccc(C(=O)C2CCN(C(=S)NCC3CCCO3)CC2)cc1 (stereo not given)	i	-2.1	20
59	CC(C)(C)C(=O)N1CCCC1C(=O)O (stereo not given)	i	-1.0	5
60	COc1ccccc1NC(=O)CC(=O)c1ccccc1	i	3.9	-6
61	CCN(CC)S(=O)(=O)c1ccc(Oc2ccccc2OC)cc1	i	-0.3	12
62	OC(CNCCc1ccccc1)c1ccccc1 (stereo not given)	i	-1.7	8
63	Cc1c(C)n(CC(O)CN(CCO)CCO)c2ccccc12 (stereo not given)	i	0.6	7
64	CC(Sc1nnc2ccccn12)C(=O)N1CCc2ccccc2C1 (stereo not given)	i	-1.7	15
65	CCOC(=O)c1cc(-c2ccc(OC)cc2)n(CCC(=O)NC2CCN(Cc3ccccc3)CC2)c1C	i	-3.2	7
66	Cc1cc(-n2c(C)cc(C(=O)COc3ccc(F)c(F)c3)c2C)no1	·	-1.9	9
67	COc1cccc(NC(=O)c2ccc3nsnc3c2)c1	i	0.7	22
68	CCC(C)COC(=O)C(C#N)c1nc2ccccc2nc1N1CCCCC1 (stereo not given)	i	0.4	20
69	CN1CCN(c2ccc(S(=O)(=O)N3CCCCC3)cc2NC(=O)CCc2ccccc2)CC1	·	-0.3	1
70	COC(=O)[C@]1(C)N[C@H](c2ccc(-c3cccc(Cl)c3)c(OC)c2)[C@@H]2C(=O)N(C)C(=O)[C@@H]21	·	-1.9	6
71	Cc1ccc(C)c(N(CC(=O)Nc2ccc(-c3nc4ccc(C)cc4s3)cc2)S(C)(=O)=O)c1	i	-1.6	28
72	CC(C)(C)NC(=O)CN(C(=O)CS(=O)CC(=O)Nc1ccc(F)cc1)c1ccccc1 (stereo not given)	i	0.4	16
73	O=C(O)Cc1ccc(O)c(O)c1	i	-1.8	5
74	Cc1ccc(NC(=O)C2CC2c2ccccc2)cc1 (stereo not given)	i	2.4	-6
75	O=c1c2ccccc2nc(-c2ccccc2)n1CCCn1ccnc1	i	-1.2	16
76	COc1ccc(OC)c(NC(=O)CN(c2ccc(C(C)C)cc2)S(=O)(=O)c2c(C)noc2C)c1	i	-1.0	15
77	C=CCn1c(CSCc2ccc(F)cc2)n[nH]c1=S	i	-1.3	0
78	COc1ccc(-c2noc(-c3ccccc3C(=O)N3CCOCC3)n2)cc1	i	-0.2	3
79	C=CCC1(CC=C)CCCN1C(=O)Cn1nnnc1CN(C)C(C)C	i	0.0	15
80	CCCCn1cnc2c(cnn2-c2ccc(F)cc2)c1=O	i	-0.1	8
81	Cc1nnc(SCC(=O)Nc2ncc(Cl)cc2Cl)n1Cc1ccccc1	i	0.3	19
82	CCOc1ccc(-n2c(SCc3ccc(C#N)cc3)nnc2-c2cccnc2)cc1	i	-1.2	27
83	CCOC(=O)C1CCCN(CC(=O)N(C)c2c(N)n(Cc3ccccc3)c(=O)[nH]c2=O)C1 (stereo not given)	·	-1.5	4
84	O=C(COc1ccccc1Cl)Nc1ccc(N2CCCC2)cc1	i	2.0	29
85	Cc1ccc(S(=O)(=O)C(CCC(=O)c2ccc(Cl)cc2)C(N)=O)cc1 (stereo not given)	i	-0.4	8
86	O=C(Nc1nnc(CCc2ccccc2)s1)c1cccc(F)c1	i	-0.4	3
87	CCc1n[nH]c2c1/C(=N/O)CCC2	i	1.8	27
88	S=C(Nc1ccccc1)N1CCC(C2CCN(C(=S)Nc3ccccc3)CC2)CC1	i	-0.5	6
89	COc1cccc(CN(C)C(=O)C2CCN(S(=O)(=O)c3cccs3)CC2)c1OC	·	-1.0	-2
90	CCOC(=O)N1CCC(NC(=O)C(Cc2ccccc2)NC(=O)C2CCCCC2)CC1 (stereo not given)	i	-1.9	17
91	CCN1C(=NCCCCO)N[C@@H](c2cccc(C(F)(F)F)c2)C(C(=O)OC)=C1C	i	-0.2	8
92	O=C(COC(=O)CNS(=O)(=O)c1c(Cl)cccc1Cl)Nc1cccnc1Cl	i	-1.3	3
93	CC(=O)c1c(C)[nH]c(C(=O)NCc2ccc(C)cc2)c1C	i	0.4	-6
94	Cc1cccc(C)c1N(CC(=O)NCc1ccco1)C(=O)CNS(=O)(=O)c1ccc(F)cc1	i	0.4	37
95	N#C/C(=C\c1cccs1)C(=O)NCc1ccco1	i	-0.7	32
96	COc1ccc(Cc2noc(CN(C)C3CC(C)(C)NC(C)(C)C3)n2)cc1OC	i	-1.5	7
97	CCCCNC(=S)NNC(=O)c1cc(C2CC2)nc2ccccc12	i	-0.3	·
98	CCN(CC)c1ccc(C2NCC(c3ccc([N+](=O)[O-])cc3)O2)cc1 (stereo not given)	i	-0.7	24
99	CCc1cccc(C)c1NC(=O)c1cccc(N(C)C)c1	-6.9*	-2.7	12
100	O=C(Nc1ccc(S(=O)(=O)N2CCCCC2)cc1)C1CC(=O)N(c2ccccc2)C1 (stereo not given)	i	-0.9	4

Along the list, from the results shown:
STK33 inh for nos. 87–91: 1.8, -0.5, -1.0, -1.9, -0.2
OX1R antag for nos. 87–91: 27, 6, -2, 17, 8

One compound at a time, as listed above. Values in the order: KCNQ2 inh, STK33 inh, OX1R antag
`CCOC(=O)C1CCCN(CC(=O)N(C)c2c(N)n(Cc3ccccc3)c(=O)[nH]c2=O)C1` (stereo not given) in the list: ·, -1.5, 4
`O=C(COc1ccccc1Cl)Nc1ccc(N2CCCC2)cc1` in the list: i, 2.0, 29

(more compounds)
#	mol	KCNQ2 inh	STK33 inh	OX1R antag
101	CCOc1cc(/C=N/NC(=O)c2ccccc2-n2cccc2)ccc1O	·	0.3	12
102	CN(C)C=Nc1ccc(Cl)c(Cl)c1	i	-1.5	13
103	CCOc1ccc(C(=O)COC(=O)c2nn(CC)c(=O)c3ccccc23)cc1	·	-1.9	9
104	CCOc1ccc(CN(C)c2nc(-c3cccnc3)nc3ccccc23)cc1OC	i	0.5	42
105	O=C1CC(c2ccco2)Sc2nc3ccccc3n21 (stereo not given)	i	0.9	25
106	COc1ccc(CN(C)CC(=O)NC(=O)NCc2ccccc2)c(OC)c1	i	1.1	11
107	COc1ccc(-n2nc([N+](=O)[O-])c(=NCCc3cccc(C)c3)n2O)cc1	i	·	34
